Assay outcomes from PubChem BioAssay.
HttQ103 aggreg: mutant huntingtin aggregation inhibition. hit rate 1.1% among 220,000. Potency, µM (series often up to 46.1 µM), for the others: at the top dose activity change, negative = inhibition, most hits filed as inhibitors. PC12 HttQ103-GFP aggregates, Acumen cytometry, 40 h. AID 1688; also: potency is read from the fitted curve at half-maximal effect; % is scaled to controls: 0 for no effect and ±100 for the full control effect; nearly all actives have a fitted effect of over 60% in size
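Read-out: GFP aggregate count by laser scanning cytometer (488 nm excitation, 500-530 nm emission, 1–25 µm objects >6 SD above background). Cells: PC12, inducible HTTex1-Q103-GFP, 100 nM tebufenozide; compounds titrated.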
GAA glycogen: GAA glycogen-cleavage inhibition or activation; hit rate 0.38% among 300,000; recombinant GAA, glycogen substrate, Amplex Red glucose oxidase fluorescence; Potency, µM (top dose mostly 76.4 µM), for inactives: at the top dose activity change, negative = inhibition, hits mostly inhibitors;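 also: potency is read from the fitted curve at half-maximal effect; 0% = full enzyme reaction and -100% = no-enzyme basal signal; the screen sought inhibitors and activators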
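Recombinant human enzyme (4 nM); glycogen substrate; 37 C, 40 min, pH 5.0. Readout: coupled glucose oxidase/Amplex Red fluorescence.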
CBFb-RUNX1 inh: CBF-beta/RUNX1 interaction disruption; Q01196+Q13951; AlphaScreen CBFb-His/RUNX1-biotin binding, biochemical; Potency, µM (top dose mostly 59.8 µM), inactives show top-dose activity, negative = inhibition, actives largely listed as inhibitors; 230,000 tested, under 10 active; also: % of control where 0% means no effect
Target sequence (Q01196 whole entry, looked up): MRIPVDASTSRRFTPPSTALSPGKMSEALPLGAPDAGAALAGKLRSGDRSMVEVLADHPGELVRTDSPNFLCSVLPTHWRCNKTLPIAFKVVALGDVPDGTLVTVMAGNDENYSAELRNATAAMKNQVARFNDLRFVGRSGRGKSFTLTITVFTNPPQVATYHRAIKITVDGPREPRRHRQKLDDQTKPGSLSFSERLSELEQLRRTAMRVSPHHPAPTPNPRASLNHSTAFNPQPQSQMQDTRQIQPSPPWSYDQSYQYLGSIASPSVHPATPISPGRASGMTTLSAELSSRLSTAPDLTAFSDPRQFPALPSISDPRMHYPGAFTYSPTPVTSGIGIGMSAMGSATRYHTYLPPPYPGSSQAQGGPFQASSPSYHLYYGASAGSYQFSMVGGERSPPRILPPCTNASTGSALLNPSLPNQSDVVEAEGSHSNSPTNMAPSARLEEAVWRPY
Target sequence (Q13951 whole entry, looked up): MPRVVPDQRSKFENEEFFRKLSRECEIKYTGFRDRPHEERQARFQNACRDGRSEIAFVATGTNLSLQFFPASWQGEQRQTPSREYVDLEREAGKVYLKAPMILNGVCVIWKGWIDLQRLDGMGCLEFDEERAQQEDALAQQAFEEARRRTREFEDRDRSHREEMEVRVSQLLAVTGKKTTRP
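Bead-based AlphaScreen assay; binding partners His-tagged CBF-beta and biotinylated RUNX1 at 30 nM each. Compound exposure 15 min after a 20-min protein preincubation; bead step 90 min; all steps at room temperature.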
HTT cytoprotect: Huntington cell model cytoprotection by ATP luminescence | PC12 HTT-Q103 induced, cytoprotection, ATP luminescence, 40 h | Potency, µM (titrated, usually from 56.4 µM), inactives show cytoprotection (ATP increase), most hits filed as activators | hit rate 0.14% among 230,000 | AID 1471;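 also: potency is read from the fitted curve at half-maximal effect; % of control where 0% means no effect; nearly all actives have a fitted effect of over 45% in size; toxic huntingtin expression switched on by the ecdysone agonist tebufenozide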
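PC12 cells with ecdysone-inducible HTT exon 1 Q103-GFP, induced with 100 nM tebufenozide and co-treated with library compounds in a dose series (1536-well, 1500 cells/well). Cytoprotection read as ATP content by ATPlite luminescence.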
LMNA splice mod: LMNA splicing modulation. Potency, µM (top dose mostly 46.1 µM), for inactives: at the highest dose ratio change, negative = inhibition, usual class: inhibitors. hit rate 0.01% among 200,000. HeLa LMNA splicing GFP/RFP minigene ratio, 48 h; active = well fitted inhibition curve with a large enough effect in the signal ratio, with a control signal flat, not every such curve was filed as active; inconclusive = small, poorly fitted or top-dose-only effect, or effect the other way, or a change in a side signal; the % refers to the signal ratio; also: potency is read from the fitted curve at half-maximal effect; % is scaled to controls: 0 for no effect and ±100 for the full control effect
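S3 HeLa stable clones carrying a lamin A-EGFP splicing minigene plus DsRed2 were seeded at 600 cells/well in Opti-MEM with 2% FBS, pin-dosed and incubated 48 h at 37°C. Acumen cytometry (488 nm) gave the GFP/RFP total-intensity ratio.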
GAA spleen mod: inhibitors or activators of human alpha-glucosidase in spleen homogenate; hit rate 0.006% among 240,000; human spleen homogenate, 4-MU-alpha-glucoside fluorescence; Potency, µM (series often up to 79.9 µM), for the others: top-dose activity change, negative = inhibition, hits mostly inhibitors; AID 2112; P10253;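 also: potency is read from the fitted curve at half-maximal effect; 0% = enzyme with vehicle and -100% = no enzyme basal signal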
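AC50 values come from Hill-equation fits of concentration-response data, normalized to no-enzyme and full-activity controls. Enzyme source: 1 ug human spleen homogenate; 1 mM fluorogenic 4-MU glucoside, pH 5.0 citrate buffer, 37 C, 40 min.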
GAA inh: blocks human lysosomal alpha-glucosidase. P10253. purified human GAA, 4-MU-alpha-glucoside fluorescence. Potency, µM (titrated, usually from 76.9 µM), for inactives: top-dose activity change, negative = inhibition, actives largely listed as inhibitors. hit rate 0.005% among 200,000. AID 1466;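 also: potency is read from the fitted curve at half-maximal effect; plate controls were uninhibited enzyme wells for no effect and no-enzyme background for full effect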
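Activity normalized between no-enzyme (basal) and enzyme-only wells. Conditions: 4 nM human enzyme, 400 uM fluorogenic substrate, citrate/phosphate pH 5.0 with Tween-20, 20 min room temperature, compounds up to 77 uM.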
* marks the source's active call; other numbers are inactive results; ? = inconclusive; · = not tested or not shown; [ ] = remark or other dose. Unless noted, calls follow the shape of the dose curve; as a rule, active = well fitted curve in the direction sought with a large enough effect; inconclusive = small, poorly fitted or top-dose-only effect, or another doubt; inactive = no such curve, though single readings can be large; an effect the other way counts as inactive or inconclusive.

SMILES	HttQ103 aggreg	GAA glycogen	CBFb-RUNX1 inh	HTT cytoprotect	LMNA splice mod	GAA spleen mod	GAA inh
COc1ccc(C2CC(=O)C=C(NCc3ccc4c(c3)OCO4)C2)cc1 (stereo not drawn)	-9%[9.22 µM]	-5%	7%	17%[10 µM]	·	4%	·
O=c1[nH]c(CN2CCN(C/C=C/c3ccccc3)CC2)nc2ccccc12	-6%	3%	6%	15%	-5%	-3%	5%
COc1ccc(/C(O)=C2/C(=O)C(=O)N(Cc3ccco3)C2c2cccs2)cc1 (stereo not drawn)	10%	2%	-9%	-3%	3%	-6%	3%
Cc1oc2ccc(OCC(N)=O)cc2c1C(=O)OC(C)C	-10%	-6%	11%	-15%[10 µM]	-12%	-10%	-2%
CN1CCCNc2nc3ccccc3nc21	14%[9.22 µM]	2%	14%	-9%[10 µM]	·	5%	·
COc1cccc(CN(C)C(=O)Nc2cccc(C(F)(F)F)c2)c1OC	11%	9%	-2%	6%[1.9 µM]	-11%	-3%	-3%
CCC(=O)Nc1cccc(NC(=O)c2cccc([N+](=O)[O-])c2)c1	4%	5%	4%	2%	2%	6%	4%
Cc1nc2ccc(Cl)cc2c(-c2ccccc2)c1CC(=O)O	14%	13%	-2%	10%[10 µM]	-24%	-2%	-7%
Cc1cccc(N(CC(=O)NC2CCCCC2)C(=O)CCCC(=O)Nc2ccccn2)c1	-5%	5%	-6%	14%[10 µM]	3%	2%	11%
Cc1noc(C)c1-c1cc(NC2CC2)ncn1	·	·	·	4%	9%	12%	·
CC(OC1=CC(=O)CCC1)C(=O)c1ccccc1 (stereo not drawn)	7%	0%	1%	1%	3%	-4%	-3%
CCN(CC)CCCNCC(=O)Nc1ccc2c(c1)CCC2	19%	-11%	0%	-50%[inhibitor]	-10%[9.22 µM]	3%	-1%
CC(C)SC1=NC(C)(C)C=C(/C=C/c2ccc(Cl)cc2Cl)N1	6%	-21%	-5%	?	?	-6%	-6%
CCCCCN1N=C(C)CC1=O	10%	?	11%	-18%	8%[46 µM]	·	2%
O=C(Nc1ccccc1)c1nnsc1S(=O)c1ccc(Cl)cc1 (stereo not drawn)	?	-7%	4%	-102%[inhibitor]	?	5%	-4%
ClC1(Cl)CC1CSc1ncn[nH]1 (stereo not drawn)	-15%	6%	-19%	-25%	?	0%	1%
O=C1N(Cc2ccccc2F)c2ccccc2C12OCCCO2	13%	2%	7%	-1%	11%	-2%	-5%
N#CCC(=O)Nc1ccccc1C(=O)O	-12%	5%	10%	0%[10 µM]	9%	-4%	-3%
CC1(C)CC(=O)C(c2c[nH]c3ccccc23)C(=O)C1	0%[9.22 µM]	10µM*	-17%	6%[10 µM]	·	-3%	5%
COc1cccc(COc2nc3c(c(=O)n(C)c(=O)n3C)n2C)c1	-8%	-9%	1%	3%[1.9 µM]	2%	-7%	-6%
COc1ccc(OC)c(C2=NOC(C(=O)NCCN3CCOCC3)C2)c1 (stereo not drawn)	-15%	8%	-7%	15%[10 µM]	-8%	4%	?
O/N=C(/CCc1ccccc1)c1ccc2c(c1)OCCO2	19%	-17%	5%	-36%[inhibitor]	11%[46 µM]	-4%	7%
CC1(C)Oc2ccc3ccc(=O)oc3c2/C(=C/NCCO)C1=O	12%	6%	-16%	2%	12%	-3%	0%
COc1ccc(CNc2nc3nc(C)cc(C)n3n2)cc1OC	8%	-1%	6%	-8%[10 µM]	-12%	-6%	?
O=C(Nc1ccccc1)/C(=C/c1cccnc1)NC(=O)c1ccco1	-4%	13%	1%	44%[10 µM]	?	-5%	-2%

Next section.
SMILES	HttQ103 aggreg	GAA glycogen	CBFb-RUNX1 inh	HTT cytoprotect	LMNA splice mod	GAA spleen mod	GAA inh
CCOC(=O)/C(C#N)=C1/SC(CC)C(=O)N1c1ccc(C)cc1 (stereo not drawn)	9%	-25%	3%	-1%	-4%	-4%	5%
Cc1ccc2nc(-c3ccc(NC(=O)CN(C)S(=O)(=O)c4ccccc4)cc3)sc2c1	17%	9%	14%	·	·	0%	7%
O=C(Nc1cc(S(=O)(=O)N2CCCCC2)ccc1O)c1ccccc1NS(=O)(=O)c1ccc(F)c(F)c1	-26%	-21%	2%	-8%[10 µM]	?	-8%	-1%
CCOc1ccc(/C=N/Nc2cc(C)nc(N3CCOCC3)n2)cc1	-13%[9.22 µM]	-11%	-1%	-4%[10 µM]	·	0%	·
Cc1ccn2c(Nc3ccccc3)c(-c3ccccn3)nc2c1	?	?	·	-134%[inhibitor]	·	4%	-12%
O=C(O)COc1ccccc1C(Nc1ccccn1)c1cc(Cl)c2cccnc2c1O (stereo not drawn)	-22%	1%	7%	-9%[10 µM]	2%	2%	1%
Nc1nc(-c2ccc(Cl)cc2)cn1N	1%	1%	-6%	13%	2%	-22%	8%
CS(=O)(=O)N1CCC(Oc2ccccc2C(=O)NC(C2CC2)C2CC2)CC1	8%[9.22 µM]	-5%	1%	8%[10 µM]	-5%[46 µM]	-22%	4%
O=C(c1nc2nc(-c3ccccc3)cc(C(F)(F)F)n2n1)N1CCOCC1	·	1%	13%	·	-8%	?	-3%
Cc1cc(C)cc(NC(=O)CCn2cnc3cc(C)c(C)cc32)c1	-15%	-3%	-3%	25%[10 µM]	-30%[46 µM]	-3%	-3%
Cc1cc(N=NC(=O)c2ccccc2)ccc1O	-21%	?	-2%	-4%[10 µM]	-10%[46 µM]	-1%	-9%
Cc1cc(C)nc(NC(=O)C2c3ccccc3Oc3ccccc32)n1	-8%[9.22 µM]	-2%	1%	7%[10 µM]	·	-1%	-3%
CCc1cccc(CC)c1NC(=O)C(NS(=O)(=O)c1cccs1)c1ccccc1 (stereo not drawn)	0%	13%	3%	-5%[10 µM]	-13%	-3%	-1%
Fc1ccccc1COc1ccc(/C=N/n2cnnc2)cc1	-21%	-6%	5%	-9%	-1%	5%	-9%
COc1cc(-n2c(=O)c3ccccc3n(CC(=O)c3ccc(Br)cc3)c2=O)cc(OC)c1OC	7%	2%	9%	-44%[inhibitor]	?	-4%	2%
OCCNc1nc2ccccc2n1CC(O)c1ccccc1 (stereo not drawn)	19%	4%	11%	-15%[10 µM]	3%[46 µM]	-4%	0%
CCc1cc2c(nc1CC)CCN(CC/C(C)=N/OC[C@@H](O)COCc1ccco1)C2	·	·	6%[13.1 µM]	?	·	-4%[17.4 µM]	·
CC(=O)N=c1sc(C(C)(C)C)c(C)n1C	-7%	13%	5%	-1%	5%	-10%	-2%
Cc1ccc(S(=O)(=O)NC(N)=NCCc2ccc(Cl)cc2)cc1C	3%	-6%	1%	-8%[10 µM]	?	2%	0%
O=C(Cn1cncn1)N/N=C/c1ccncc1	4%[9.22 µM]	-2%	2%	10%[10 µM]	·	0%	·
CSc1nc(N2CCOCC2)cc(N2CCOCC2)n1	10%	-1%	13%	-24%	5%[9.22 µM]	0%	12%
C/C(=N\OC(=O)c1ccccc1)c1c(C)nc2cc(C)ccn12	24%	-9%	0%	·	-30%[46 µM]	-16%	2%
COc1ccc(C(=O)C2CCCN(Cc3sc(N4CCCC4)nc3Cl)C2)c(OC)c1 (stereo not drawn)	-7%[9.22 µM]	4%	11%	-9%[10 µM]	·	3%	-8%
CN(C)NC(=O)C(NC(=O)c1ccc(N)cc1)C12CC3CC(CC(C3)C1)C2 (stereo not drawn)	-25%	4%	-5%	-22%	·	4%	7%
CCOC(=O)Nc1sc2c(c1C#N)CCC(C)C2 (stereo not drawn)	6%	-7%	3%	-9%[10 µM]	30%	-10%	8%

Later entries
SMILES	HttQ103 aggreg	GAA glycogen	CBFb-RUNX1 inh	HTT cytoprotect	LMNA splice mod	GAA spleen mod	GAA inh
O=C(Nc1nnc(C2CC2)s1)c1cccc(S(=O)(=O)N2CCc3ccccc32)c1	?	-2%	4%	-8%[10 µM]	-12%	-11%	-7%
c1cncc(-c2cncnc2NCc2cccs2)c1	·	·	·	?	-4%	5%	·
O=C1COc2ccc(C(=O)c3ccccc3C(=O)NCc3ccco3)cc2N1	30%	5%	-4%	-3%	-11%	-2%	-6%
CCC(C)NS(=O)(=O)c1ccc(NC(=O)CCC2CCCCC2)cc1 (stereo not drawn)	8%	5%	2%	3%	-1%	-15%	-1%
COc1cc(C(=O)NCCN2CCOCC2)cc(OC)c1OC	12%	10%	3%	-2%	7%	-3%	-6%
CSc1ccccc1NC(=O)CSCc1ccc(C)cc1	21%	0%	16%	-7%	-2%	0%	5%
O=C1C2C3C=CC(CC3)C2C(=O)N1/N=C/c1ccco1 (stereo not drawn)	10%	-19%	-2%	-69%[inhibitor]	·	-2%	0%
CCN(C(=O)COC(=O)c1cc(-c2ccccc2)nc2c1c(C)nn2-c1ccccc1)C1CCS(=O)(=O)C1 (stereo not drawn)	18%	-4%	6%	7%[1.9 µM]	-12%	-3%	2%
O=C(COC(=O)CNC(=O)c1ccccc1)Nc1nc(-c2ccccc2)cs1	7%	-5%	-4%	20%[10 µM]	-2%	5%	-8%
O=S(=O)(Nc1ccc(-c2cnco2)cc1)c1ccccc1	0%[9.22 µM]	7%	3%	2%[10 µM]	·	4%	·
O=P(O)(CP(=O)(c1ccccc1)c1ccccc1)c1ccccc1	-1%	-1%	1%	19%	4%	-17%	-2%
Cn1c(SCn2nnc3ccccc3c2=O)nc2ccccc2c1=O	4%	?	7%	23%[10 µM]	-5%[46 µM]	4%	-1%
FC(F)(F)c1ccnc(Sc2n[nH]c(C(F)(F)F)n2)c1	-7%[9.22 µM]	12%	7%	17%[10 µM]	·	1%	-7%
Cc1cc(C)n2nc(N)c(N=Nc3ccccc3)c2n1	-2%[9.22 µM]	-5%	-9%	-7%[10 µM]	·	0%	·

Whole records as entered above. Order of values: HttQ103 aggreg	GAA glycogen	CBFb-RUNX1 inh	HTT cytoprotect	LMNA splice mod	GAA spleen mod	GAA inh
Shown for CSc1ccccc1NC(=O)CSCc1ccc(C)cc1 → 21%	0%	16%	-7%	-2%	0%	5%
Shown for O=C(COC(=O)CNC(=O)c1ccccc1)Nc1nc(-c2ccccc2)cs1 → 7%	-5%	-4%	20%[10 µM]	-2%	5%	-8%
Shown for O=C1C2C3C=CC(CC3)C2C(=O)N1/N=C/c1ccco1 (stereo not drawn) → 10%	-19%	-2%	-69%[inhibitor]	·	-2%	0%
Shown for CCC(C)NS(=O)(=O)c1ccc(NC(=O)CCC2CCCCC2)cc1 (stereo not drawn) → 8%	5%	2%	3%	-1%	-15%	-1%

No enrichment for hits. About 1.5% of those tested had a hit in this group.
